Compound activity: PubChem BioAssay, several laboratories
p97 inhibitor = inhibitors of human p97 ATPase, primary screen, biochemical; Transitional endoplasmic reticulum ATPase (Homo sapiens), P55072; recombinant p97 ATPase, Kinase-Glo ATP luminescence, 3 h; inhibition, % at 8 µM; actives 0.42% (n = 220,000); AID 1481, 2009; in the data active = inhibition above about 15%;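 note: 0% = DMSO vehicle and 100% = wells lacking enzyme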
Tb hexokinase = Trypanosoma brucei hexokinase 1 inhibitors, primary screen, biochemical, G6PDH-coupled NADH absorbance, MLSCN library. recombinant TbHK1, G6PDH-coupled NADH A340. inhibition, % at 10 µM. actives 0.11% (n = 220,000);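 active = inhibition of 50% or more in the single-dose primary screen; inactive = inhibition below 50%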
BaF3 parental = parental Ba/F3 cell viability inhibition, counter-screen for JAK2V617F inhibitor project, murine pro-B, CellTiter-Glo luminescence. CellTiter-Glo ATP luminescence. inhibition, % at 5.6 µM. actives 1.1% (n = 220,000). AID 1486, 2009;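 active = inhibition above a per-campaign cutoff, the mean inhibition of all tested compounds plus 3 SD, cut at about 27% in these data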;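 note: 0% = DMSO wells and 100% = JAK Inhibitor I control wells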
NCF1 inh = p47phox/p22phox peptide binding inhibitors, primary screen, biochemical, uHTS, NADPH oxidase regulatory subunit | Neutrophil cytosol factor 1 (Homo sapiens), P14598 | fluorescence polarization, 2 h | inhibition, % at 24.7 µM | actives 0.53% (n = 220,000) | AID 1274, 2008;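 active = inhibition above about 30%, limit read from the data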;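 note: 0% = p47phox with labelled peptide and 100% = labelled peptide alone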
RBBP9 inh = human RBBP9 inhibitors, primary screen, biochemical, fluorescence polarization, FP-Rh probe, HTS | Serine hydrolase RBBP9 (Homo sapiens), O75884 | recombinant RBBP9 | inhibition, % at 7.94 µM | actives 0.2% (n = 220,000) | AID 1515, 2009;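 active = inhibition above the campaign mean of all tested compounds plus 3 SD, cut at about 14% in these data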;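 note: plate controls were DMSO wells with RBBP9 for no effect and wells lacking RBBP9 protein for full effect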
Target sequence (O75884 whole entry, looked up): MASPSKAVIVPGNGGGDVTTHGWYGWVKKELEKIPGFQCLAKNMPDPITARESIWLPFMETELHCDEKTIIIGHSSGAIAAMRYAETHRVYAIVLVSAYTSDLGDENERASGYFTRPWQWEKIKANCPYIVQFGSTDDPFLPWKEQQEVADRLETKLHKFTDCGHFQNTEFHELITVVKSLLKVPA
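Assay system: recombinant human RBBP9; Reagent: Serine-hydrolase probe FP-Rh, 375 nM pre-mixing; Doses: 7.94 µM single dose, 0.794% DMSO; Incubation: 30 min then 45 min, 25 °C; Detection: fluorescence polarization (mP), excitation 525 nm, emission 598 nm; Evaluation: percent inhibition from mP, scaled between DMSO and no-protein wells.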
Ba/F3 V617F tox = reduced viability of JAK2V617F-dependent Ba/F3 cells, primary screen, JAK2V617F inhibitor project, cell-based, Ba/F3 EpoR-JAK2V617F, luminescence. ATP luminescence. inhibition, % at 5.6 µM. actives 1.1% (n = 220,000). AID 1446, 2008;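 active = inhibition above the campaign mean plus 3 SD over all tested compounds, cut at about 24% in these data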;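 note: cytokine-independent growth of Ba/F3 cells driven by EpoR plus mutant JAK2; 0% = DMSO-treated cells and 100% = JAK inhibitor I control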
EP2 antag = human EP2 receptor antagonists, primary screen, TR-FRET cAMP, C6 glioma cells; Prostaglandin E2 receptor EP2 subtype (Homo sapiens), P43116; C6 glioma cells expressing human EP2; cells stimulated with saturating PGE2; inhibition, % at 25 µM; actives 0.52% (n = 260,000);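 active = percent inhibition above 40 after rounding to a whole number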;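 note: rat C6 glioma host cells with rolipram phosphodiesterase inhibitor present; the protocol text gives 20 µM as final concentration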
Furin inh = human furin inhibitors, primary screen, biochemical, fluorescence intensity. purified furin, fluorogenic substrate cleavage. inhibition, % at 30 µM. actives 0.061% (n = 220,000); in the data active = inhibition above about 25%; note: inactives centre near -15
Target sequence (P09958 108-714 limits assumed): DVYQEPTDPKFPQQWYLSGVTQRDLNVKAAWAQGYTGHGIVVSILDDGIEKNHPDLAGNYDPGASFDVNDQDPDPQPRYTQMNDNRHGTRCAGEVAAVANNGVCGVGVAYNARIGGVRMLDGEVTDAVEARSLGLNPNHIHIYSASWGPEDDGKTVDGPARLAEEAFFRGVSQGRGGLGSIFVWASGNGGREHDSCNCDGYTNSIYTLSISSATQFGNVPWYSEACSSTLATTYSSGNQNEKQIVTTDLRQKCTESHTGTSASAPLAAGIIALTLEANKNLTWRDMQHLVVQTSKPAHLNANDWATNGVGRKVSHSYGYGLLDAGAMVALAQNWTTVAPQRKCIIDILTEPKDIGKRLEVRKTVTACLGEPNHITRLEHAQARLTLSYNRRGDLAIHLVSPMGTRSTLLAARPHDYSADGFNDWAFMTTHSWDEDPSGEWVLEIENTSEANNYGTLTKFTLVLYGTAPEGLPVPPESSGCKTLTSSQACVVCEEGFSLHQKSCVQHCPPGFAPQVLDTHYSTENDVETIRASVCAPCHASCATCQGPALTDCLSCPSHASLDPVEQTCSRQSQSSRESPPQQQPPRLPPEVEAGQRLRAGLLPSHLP
PPC-1+TRAIL kill = compounds killing PPC-1 cancer cells with TRAIL present, primary screen, TRAIL potentiator project, ATPLite luminescence, uHTS | PPC-1 cells + TRAIL, ATPLite viability luminescence | cell killing (% activity), % at 4 µM | actives 0.41% (n = 220,000) | AID 1443, 2008;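 active = cell killing above 50% in the first pass at 4 µM, then a duplicate retest at 5 µM averaging 50% or more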;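 note: plate controls were cells with TRAIL plus DMSO for no effect and medium-only wells lacking cells for full effect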
The depositor's hits bear a star; . = not tested or not shown; & = joins results of further samples; [ ] = dose if it differs, or a comment.

SMILES | p97 inhibitor | Tb hexokinase | BaF3 parental | NCF1 inh | RBBP9 inh | Ba/F3 V617F tox | EP2 antag | Furin inh | PPC-1+TRAIL kill
O=C(CN1C(=O)C2C3C=CC(C3)C2C1=O)Nc1cccc2c1CCCC2 (stereo not given) | -9 | -3 | 7 | -6 | -6 | 2 | 7 | -3 | 16
Cc1ccc(-n2c(CNC(=O)c3cccs3)nnc2SCC(=O)NO)cc1 | 1 | 4 | 9 | 6 | -3 | 3 | 7 | -18 | 21
CC1CC(=O)NN=C1c1cccs1 (stereo not given) | -3 | -15 | 0 | -5 | -5 | 6 | 11 | -4 | 10
O=C(Cn1cnc2c(cnn2-c2ccccc2)c1=O)c1ccc(Cl)cc1 | 2 | -7 | 3 | -1 | -3 | -2 | 10 | -18 | 11
COc1cccc(NC(=O)Cc2nnc(SCC(=O)c3ccccc3)n2C)c1 | -3 | 0 | 2 | -9 | -11 | 3 | 20 | -21[20 µM] | 17
CCOc1ccc(N2C(=O)Nc3ccccc3C2(O)C(=O)NCc2ccco2)cc1 (stereo not given) | 1 | -4 | 7 | -6 | -4 | 2 | 7 | -23 | 14
Fc1cccc(F)c1-n1c(CN2CCCCC2)csc1=S | -4 | -5 | 1 | 8 | -4 | 3 | 6 | -22 | 16
CN(C)CCCn1c(SCC(=O)N2c3ccccc3Sc3ccccc32)nc2ccccc2c1=O | -5 | 1 | 8 | -43 | -2 | 1 | 17 | -9 | -11
Cc1ccc(CN2CCN(Cc3ccc(-n4cccn4)cc3C)CC2CCO)cc1 (stereo not given) | -3 | -3 | 5 | -7 | 0 | -1 | 6 | -23 | 0
Cc1cccc2cc(C(c3nnnn3Cc3ccccc3)N3CCN(C)CC3)c(=O)[nH]c12 (stereo not given) | 1 | -12 | 5 | -8 | -4 | 1 | 1 | -12 | 9
Cc1ccc(C(=O)N2CCN(c3ccccc3F)CC2)cc1S(=O)(=O)N1CCOCC1 | 0 | -4 | 0 | -9 | 0 | -3 | 4 | -32 | 8
COc1ccc(NC2c3ccccc3C(=O)N2Cc2ccccc2Cl)cc1OC (stereo not given) | -4 | 5 | -1 | 3 | -9 | -1 | 3 | -12 | -21
O=C(O)c1cc(-c2ccc(Cl)s2)[nH]n1 | 0 | 2 | -3 | 17 | -3 | 1 | 5 | -14 | 8
COC(=O)c1ccc(-c2noc(CN(C)CCC3CCCCO3)n2)cc1 (stereo not given) | -2 | -1 | 7 | -9 | 0 | 1 | 5 | -16 | 33
CC(=O)N1CCN(c2ccc(OC[C@H]3CO[C@](Cn4ccnc4)(c4ccc(Cl)cc4Cl)O3)cc2)CC1 | -12&-11 | -4 | -1&6 | -4&2 | -6&-7 | -1&-1 | 7&21 | -14 | 20&6
CCOC(=O)c1[nH]nc(C(=O)c2ccc(Br)cc2)c1O | 6 | 1 | 2 | -6 | -6 | -3 | 10 | -30 | -4
CC(C)(C)c1ccc(C(=O)Nc2ccc(CN3CCS(=O)(=O)CC3)cc2)cc1 | 2 | -11 | 1 | -4 | -11 | -3 | 7 | -22 | 30
COc1ccc2c(CCNC(=O)c3ccc([N+](=O)[O-])cc3)c[nH]c2c1 | -2 | -8 | 12 | -5 | -2 | 1 | 13 | -19 | 0
Cc1ccc(C(=O)N2N=C(c3ccccc3)CC2(O)C(F)(F)F)o1 (stereo not given) | 5 | -7 | 8 | -6 | -4 | 1 | 7 | -24 | 26
O=C(Nc1ccccc1)C1=C[C@H](c2ccc(Br)cc2)C[C@H](OCc2ccc(CO)cc2)O1 | 1 | -1 | -1 | -44 | -14 | -2 | 15 | -24 | -7
Clc1ccc(-c2cc(COc3ccc4ccccc4c3)no2)cc1 | 0 | -4 | 3 | -13 | 8 | 4 | . | -7[20 µM] | -1
COC(=O)Cc1c[nH]c2cccc(OCC(O)CN(Cc3ccccc3)C(C)C)c12 (stereo not given) | -11 | 8 | 4 | -2 | -9 | 4 | 4 | -6[20 µM] | 3
O=C(CN1C(=O)CSc2cc(S(=O)(=O)N3CCCCCC3)ccc21)NCCc1ccccc1 | -3 | 10 | 5 | -27 | -9 | 3 | 6 | 10 | 27
CN(c1ccccc1)S(=O)(=O)c1cccc(NC(=O)CSc2ncc(C(F)(F)F)cc2Cl)c1 | 2 | 10 | 4 | -30 | -20 | 0 | 0 | -20 | -1
COC(=O)c1cccc(N(C(=O)CNC(=O)c2ccco2)C(C(=O)NC2CCCC2)c2ccco2)c1 (stereo not given) | 0 | -3 | 1 | -2 | -2 | -3 | 25 | -12 | -12
More structures:
SMILES | p97 inhibitor | Tb hexokinase | BaF3 parental | NCF1 inh | RBBP9 inh | Ba/F3 V617F tox | EP2 antag | Furin inh | PPC-1+TRAIL kill
CC(C)=CCN1CCN(Cc2cc(C(C)C)n[nH]2)CC1CCO (stereo not given) | 4 | -5 | 7 | 2 | -1 | -2 | 5 | -29 | 6
CC(C)NC(=O)NC(=O)CN1C(=O)NC(Cc2c[nH]c3ccccc23)C1=O (stereo not given) | 4 | 3 | 2 | -15 | -4 | -3 | 10 | -21 | -10
CC1CN(C(=O)N2CCOCC2)CCN1C(=O)N1CCOCC1 (stereo not given) | 9 | -7 | 1 | -7 | -3 | -6 | 9 | -20 | .
CCCc1c(O)nc(SC2CC(=O)N(c3cc(OC)ccc3OC)C2=O)[nH]c1=O (stereo not given) | 2 | 2 | -1 | -13 | -7 | -3 | 9 | -11 | 22
CC(Oc1ccccc1)C(=O)N1CCN=C1SCc1ccccc1 (stereo not given) | 0 | 5 | 6 | -4 | 6 | 1 | 8 | -19 | 33
CCOc1cc(/C=N\NC(=O)C2C(=O)NCC2c2ccccc2)ccc1OC (stereo not given) | 5 | 21 | 2 | 2 | -4 | -4 | 5 | -11 | 24
CCN(CC)c1ccc(/C=C/C(=O)c2cccnc2)cc1 | 6 | -10 | 1 | -5 | 0 | -4 | 6 | -15 | -1
C/C(=N/Oc1nc(C)cc(C)n1)c1ccc(Br)cc1 | 2 | -5 | 1 | -3 | 5 | -2 | 11 | -16[20 µM] | 20
CN(C)c1nc(N2CCN(c3ccccc3)CC2)c(C#N)c(=O)o1 | 3 | 1 | 7 | -14 | 4 | 2 | 7 | -5[20 µM] | 2
O=C(C[n+]1cc(-c2ccccc2)n2c1CCCCC2)c1ccc(Cl)cc1 | -7 | 7 | 56* | 12 | -7 | 53* | 5 | -9 | 10
NC1=NS(=O)(=O)NC1c1cccc(Cl)c1 (stereo not given) | -4 | 5 | 6 | 10 | -10 | 3 | 11 | -6[20 µM] | 17
COc1ccccc1-c1nnc(SCCN2CCOCC2)n1-c1ccc(C)cc1 | -3 | 1 | 8 | -3 | -3 | 3 | 8 | -15 | 0
COc1ccc2oc(=O)c(-c3nnc(N)s3)cc2c1 | 4 | -13 | 6 | -11 | -15 | 0 | 5 | -28 | 6
Cc1nn(Cc2ccc(Cl)cc2Cl)c(C)c1NC(=O)Cn1nc([N+](=O)[O-])c(Cl)c1C | 2 | -1 | 3 | 3 | -7 | -2 | 5 | -16[20 µM] | 38
O=C(NCCCO)NC(=S)c1cccc2ccccc12 | -1 | -4 | 3 | 9 | -1 | 2 | 7 | -28 | 13
Cc1c(C(=O)Nc2ccc(F)c(F)c2)oc2ccc(S(=O)(=O)N3CCCCC3)cc12 | 4 | -12 | 9 | -20 | 0 | -1 | 11 | -17[20 µM] | 6
CCOc1ccc(NC(=O)C2C3C=CC4(CN(C(C(=O)OC)C(C)C)C(=O)C24)O3)cc1 (stereo not given) | -3 | -10 | 3 | 9 | -11 | 0 | 5 | -3 | 7
COc1cccc(CN(C)C(=O)c2ccc3nccnc3c2)c1 | -2 | -8 | 6 | -14 | -6 | 3 | 14 | -16[20 µM] | 15
Cc1cc2ncn(/N=C/c3ccc([N+](=O)[O-])o3)c2cc1C | 4 | -2 | 3 | -16 | -5 | 2 | 14 | -4[20 µM] | 19
O=c1c2ccccc2c(/C=N/c2nnc(Cc3ccccc3)s2)c(O)n1-c1ccc(Cl)cn1 | 0 | 8 | 2 | -87 | -3 | 0 | 8 | -11 | -4

Compound profiles (already shown). Order of values: p97 inhibitor | Tb hexokinase | BaF3 parental | NCF1 inh | RBBP9 inh | Ba/F3 V617F tox | EP2 antag | Furin inh | PPC-1+TRAIL kill
NC1=NS(=O)(=O)NC1c1cccc(Cl)c1 (stereo not given) in the list: -4 | 5 | 6 | 10 | -10 | 3 | 11 | -6[20 µM] | 17
O=C(C[n+]1cc(-c2ccccc2)n2c1CCCCC2)c1ccc(Cl)cc1 in the list: -7 | 7 | 56* | 12 | -7 | 53* | 5 | -9 | 10
O=c1c2ccccc2c(/C=N/c2nnc(Cc3ccccc3)s2)c(O)n1-c1ccc(Cl)cn1 in the list: 0 | 8 | 2 | -87 | -3 | 0 | 8 | -11 | -4
O=C(NCCCO)NC(=S)c1cccc2ccccc12 in the list: -1 | -4 | 3 | 9 | -1 | 2 | 7 | -28 | 13
Cc1cc2ncn(/N=C/c3ccc([N+](=O)[O-])o3)c2cc1C in the list: 4 | -2 | 3 | -16 | -5 | 2 | 14 | -4[20 µM] | 19

An excerpt. The share of hits here may be higher or lower than overall.
